Vif-A3G inh – inhibitors of Vif-APOBEC3G interaction; HeLa A3G-eYFP + Vif (tagged APOBEC3G with the HIV-1 protein that degrades it), YFP fluorescence, overnight; Potency, µM (doses to about 46.1 µM), for the others: at the highest dose activity, negative = active, actives largely listed as inhibitors; 0.076% of 410,000 active;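 note: potency is the fitted concentration of half-maximal effect; % is set by controls: 0 for no effect and ±100 for the full control effect; nearly all actives have a fitted effect of over 60% in size; hits raise eYFP signal because A3G escapes Vif-driven loss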
Target sequence (Q9HC16 whole entry, looked up): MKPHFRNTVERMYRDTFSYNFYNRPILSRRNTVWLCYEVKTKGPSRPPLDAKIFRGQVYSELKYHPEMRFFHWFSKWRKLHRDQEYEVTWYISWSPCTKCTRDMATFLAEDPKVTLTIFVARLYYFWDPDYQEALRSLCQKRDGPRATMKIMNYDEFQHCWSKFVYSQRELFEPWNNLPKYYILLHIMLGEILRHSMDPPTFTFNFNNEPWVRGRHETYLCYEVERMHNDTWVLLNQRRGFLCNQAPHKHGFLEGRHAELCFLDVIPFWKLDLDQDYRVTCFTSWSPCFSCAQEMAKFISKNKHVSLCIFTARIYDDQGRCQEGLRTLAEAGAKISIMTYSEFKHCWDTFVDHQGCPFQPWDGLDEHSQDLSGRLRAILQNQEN
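Read-out is eYFP fluorescence (Ex 488/Em 500-530) from Vif-expressing HeLa A3G-eYFP cells; more signal means A3G escaped Vif-mediated degradation. Cells plated overnight, compound pinned in, incubated overnight at 37 deg C.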
RXFP1 ag – RXFP1 (human) receptor agonism; Q9HBX9; Potency, µM (doses to about 57.5 µM), for inactives: top-dose activation, usual class: activators; 0.3% of 370,000 active; HEK293T-RXFP1 cAMP TR-FRET, 30 min; response scale: percent of porcine relaxin response, buffer zero; note: potency is the fitted concentration of half-maximal effect; % is set by controls: 0 for no effect and ±100 for the full control effect; nearly all actives have a fitted effect of over 60% in size; many of its hits are not listed in these tables
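Agonist response is measured as cAMP accumulation in an RXFP1-transfected HEK293T line under PDE4 inhibition. Values are scaled between buffer-only and 29 nM porcine relaxin, and EC50s come from standard Hill equation fits.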
GRP78 ERSR act – induces the endoplasmic reticulum stress response in human glioma cells. Potency, µM, inactives show at the top dose activation, most hits filed as activators. U87-MG GRP78 promoter luciferase reporter, 16 h. 0.02% of 420,000 active; note: potency is the fitted concentration of half-maximal effect; series mostly up to about 76 µM; % of control where 0% means no effect; nearly all actives have a fitted effect of over 35% in size
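ERSR induction read as luciferase luminescence (Bright-Glo, 10 min at room temperature) in stably transfected human U87-MG glioma cells exposed to compounds for 16 h, using GRP78 as sensor.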
Vif-APOBEC3F blk – Vif-A3F binding inhibition. AID 602313. 0.2% of 390,000 active. HeLa A3F-eYFP + Vif (tagged APOBEC3F with the HIV-1 protein that degrades it), YFP fluorescence increase. Potency, µM (top dose mostly 46.1 µM), without a hit: at the top dose activity, negative = active; note: potency is the fitted concentration of half-maximal effect; % of control where 0% means no effect; nearly all actives have a fitted effect of over 65% in size
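HeLa cells stably expressing A3F-eYFP plus Vif, plated and incubated overnight at 37 deg C, then exposed to compounds overnight at 37 deg C. Blocked degradation read as raised yellow fluorescence (Ex 488/Em 500-530).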
D2 potentiator – positively modulates the human D2 dopamine receptor allosterically. potentiation, % at 10 µM. P14416. HEK293 T-REx D2, calcium flux, EC20 dopamine potentiation. 0.34% of 340,000 active;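 active = potentiation over 3 SD above the plate norm, cut at about 30% in these data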; note: 0% is about no effect
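Potentiation of an EC20 dopamine calcium response is measured in a force-coupled, tetracycline-inducible Hek293 Trex D2 line. Compound-only kinetic reads over 180 s flag agonists before dopamine addition.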
D1 antagonist – antagonists of human D1 dopamine receptor | P21728 | HEK293 TREx D1 cells, calcium flux, dopamine EC80; hits give low values | activity change, negative = inhibition, % at 10 µM | 3.2% of 360,000 active | AID 504652; in the data active = activity change below about -30%; note: % is set by controls: 0 for no effect and ±100 for the full control effect
Target sequence (P21728 whole entry, looked up): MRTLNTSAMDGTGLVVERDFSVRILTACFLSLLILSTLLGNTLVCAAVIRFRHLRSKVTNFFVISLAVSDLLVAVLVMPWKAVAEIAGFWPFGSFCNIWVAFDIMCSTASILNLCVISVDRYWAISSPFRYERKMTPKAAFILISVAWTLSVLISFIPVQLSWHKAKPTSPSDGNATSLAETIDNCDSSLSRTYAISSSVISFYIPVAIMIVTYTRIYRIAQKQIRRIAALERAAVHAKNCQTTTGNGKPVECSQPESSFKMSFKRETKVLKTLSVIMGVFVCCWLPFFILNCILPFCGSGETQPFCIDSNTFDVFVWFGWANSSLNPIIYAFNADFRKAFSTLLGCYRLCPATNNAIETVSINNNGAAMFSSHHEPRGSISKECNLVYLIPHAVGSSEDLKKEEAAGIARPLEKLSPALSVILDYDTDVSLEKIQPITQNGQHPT
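HEK293 T-REx cells expressing inducible, force-coupled D1 receptor; no-wash Ca dye, 30–90 min RT. Cmpd → 180 s read at 1 Hz → EC80 DA → 180 s read.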
D1 ag – human D1 receptor agonism | P21728 | HEK293 T-REx D1 cells, calcium flux, agonist mode | activation, % at 2 µM | 1% of 360,000 active; in the data active = activation above about 30%; note: 0% is about no effect
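Inducible HEK293 T-REx D1 cells, force-coupled to calcium signalling, were plated at 4000 cells/well with tetracycline and held overnight at 30 C. After no-wash calcium dye loading, compound-evoked calcium rise over 180 s flagged agonists.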
RXFP1 antag – RXFP1 (human) relaxin receptor antagonism; HEK293-RXFP1, relaxin-stimulated cAMP HTRF, 30 min; hits give low values; Q9HBX9; activity change, negative = inhibition, % at 57.5 µM; 0.59% of 350,000 active; AID 1259400;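 active = activity change of -60% or lower, but not beyond a set lower limit; inconclusive = change between -60% and -40%, or beyond the set limit; inactive = change above -40%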; note: % is set by controls: 0 for no effect and ±100 for the full control effect
D1 potentiator – enhances dopamine response at the human D1 receptor; P21728; HEK293 TREx D1 cells, calcium flux, dopamine EC20 potentiation; potentiation, % at 10 µM; 0.036% of 360,000 active; in the data active = potentiation above about 30%; note: 0% is about no effect
Numbers without * were called inactive; ? = inconclusive; / = not tested or not shown; & = joins results of further samples. Unless noted, calls come from the whole dose curve; as a rule, active = well fitted curve in the direction sought with a large enough effect; inconclusive = small, poorly fitted or top-dose-only effect, or another doubt; inactive = no such curve, though single readings can be large; an effect the other way counts as inactive or inconclusive.

SMILES	Vif-A3G inh	RXFP1 ag	GRP78 ERSR act	Vif-APOBEC3F blk	D2 potentiator	D1 antagonist	D1 ag	RXFP1 antag	D1 potentiator
COc1ccc(OC)c(CCNC(=O)C(=O)Nc2ccc3nc4n(c(=O)c3c2)CCCCC4)c1	3%	-2.1%	-1%	16%	9	-21	4	2	6
COc1ccc(C(C)NC(=O)c2ccoc2C)cc1OC (centres undefined)	-3%	0.7%	-4%	-1%	-21	-4	-2	-7	-3
Cc1csc(NC(=O)CSc2nnc(-c3cccs3)n2C)n1	-1%	0.0%	-2%	-3%	11	5	-1	14	5
O=C(CN1C(=O)COc2ccc(S(=O)(=O)N3CCCC3)cc21)Nc1cccc(F)c1	-1%	-1.1%	-3%	-11%	-2	-19	1	5	-11
O=C(NCc1ccco1)c1cc(-c2cccs2)nc2ccccc12	-5%	0.4%	-4%	-6%	6	-6	7	10	0
Cc1oc(/N=C/c2ccc3c(c2)OCO3)c(C#N)c1C	0%	-1.3%	-4%	-2%	-2	-14	3	22	-6
CCOC(=O)c1c(N/N=C/c2ccncc2)n[nH]c1C	-2%	3.5%	3%	1%	11	0	2	-20	0
Cn1cnnc1SCC(=O)Nc1ccccc1C(=O)NC1CCCC1	-1%	0.2%	-4%	?	6	-4	1	-7	-4
O=C(NC1CCS(=O)(=O)C1)c1cc(-c2ccccc2)nc2ccccc12 (centres undefined)	0%	1.4%	-2%	11%	-21	-4	2	-7	-3
COc1cc2c(cc1OC)-c1n[nH]c(=S)n1C(C)(C)C2	-4%	7.2%	11%	?	35*	-59*	0	-23	-12
CCN(c1ccccc1)S(=O)(=O)c1cc(NC(=O)Nc2ccccc2C#N)ccc1Cl	1%	3.1%	3%	0%	-9	-6	2	-1	9
Cn1c(=NC(=O)C2CCN(S(=O)(=O)c3cccs3)CC2)sc2ccccc21	0%&1%	6.0%	-4%&-2%	-8%&-3%	17	-4	2	-14&3	3
Cc1ccc(S(=O)(=O)/N=C2/NC(=O)/C(=C/c3cc([N+](=O)[O-])ccc3O)S2)cc1	-12%	9.1%	0%	?	-1	34	218*	10	0
CCOC(=O)C1=C(COC(=O)C(CC)c2ccccc2)NC(=O)NC1C (centres undefined)	0%	1.7%	0%	-9%	30*	-36*	2	-6	-6
O=C(Nc1ncc(Cl)cc1Cl)c1c(F)cccc1Cl	0%	6.8%	4%	1%	-4	-8	0	7	-2
O=C(NC(=S)Nc1ccccc1O)c1ccccc1Cl	-7%	-0.5%	-2%	7%	4	-3	1	12	4
O=C(CCNS(=O)(=O)c1ccc(Br)s1)NCc1ccccc1Cl	-3%	-0.3%	-3%	-2%	7	11	3	19	-2
CC(=O)c1sc(NC(=O)CCOc2ccccc2)nc1C	-13%	23%	7%	-1%	-3	-12	4	4	6
CCc1cc2c(-c3ccccc3)cc(=O)oc2c2c1OCN(Cc1ccc(F)cc1)C2	2%	1.1%	-4%	6%	-36	5	20	-10	2
Oc1ccc(Cn2ccnc2)c2cccnc12	-12%	-0.4%	1%	?	17	-3	1	25	-2
COc1ccc(OC)c(/C=C/C(=O)Oc2ccc(C(C)=O)cc2)c1	1%	14%	0%	1%	22	-12	9	20	-10
O=C(NCCc1ccc(Cl)cc1)Nc1ccc(F)cc1	0%	2.1%	-2%	-27%	/	-12	13	-3	-8
CCN(c1ccccc1)S(=O)(=O)c1ccc(NC(=O)c2cc(=O)c3cc(C)ccc3o2)cc1	1%	2.0%	-1%	2%	-12	-17	5	0	0
O=C(Nc1nccs1)c1cncc(Br)c1	4%	-1.7%	-3%	-3%	-1	3	3	-10	-2
COc1ccccc1N(C)S(=O)(=O)c1ccc(C(=O)N(C)Cc2cccc(F)c2)cc1	0%	/	-2%	0%	/	/	/	-1	/
Later entries:
SMILES	Vif-A3G inh	RXFP1 ag	GRP78 ERSR act	Vif-APOBEC3F blk	D2 potentiator	D1 antagonist	D1 ag	RXFP1 antag	D1 potentiator
Cc1cc(C)c(NC(=O)CN2CCN(C)CC2)c(C)c1	0%	-0.2%	2%	0%	16	-4	1	5	/
Cc1ccc(CNC(=O)c2cc(-c3ccc(C)cc3)nc3n[nH]c(-c4cccc([N+](=O)[O-])c4)c23)cc1	-7%	3.0%	2%	?	-5	14	0	0	-2
CC(=O)Nc1ccc(S(=O)(=O)NCC2CCC(C(=O)NCCN(CC(C)C)CC(C)C)CC2)cc1 (centres undefined)	-1%	2.1%	-4%	0%	-18	11	2	-6	-4
O=C(c1ccco1)N1CCN(Cc2nnc(-c3ccccc3)o2)CC1	1%	0.1%	-4%	-21%	0	-8	2	-5	-2
CC(C)(C)c1nnc(NS(=O)(=O)c2ccc(F)cc2)s1	1%	/	-1%	11%	/	/	/	9	/
O=C(NCc1ccc(Cl)cc1)c1cc2ccccc2oc1=O	1%	2.5%	?	-34%	-7	-16	3	1	-3
COc1ccc(/C=C/C(=O)NC(=S)NNC(=O)c2cccs2)cc1	?	-0.4%	-2%	-7%	-2	10	6	6	-4
N#Cc1c(N)c(C#N)c(-c2ccc3c(c2)OCO3)c2c1CCCC2	-6%	4.5%	-4%	-4%	0	-24	3	-3	-11
COc1ccc(CN2CCN(Cc3ccon3)CC2CCO)c(C)c1C (centres undefined)	2%	2.2%	2%	-2%	-7	6	3	2	-1
Cc1c(C(=O)NCCc2ccc(Cl)cc2)sc2nc3n(c(=O)c12)CCC3	2%	4.0%	9%	1%	3	11	1	25	-6
N/C(CC(=O)Nc1ccc(F)cc1F)=N\OC(=O)c1cccs1	2%	0.0%	2%	2%	/	-11	2	7	3
CC12CCC(=O)N1C(C(=O)Nc1ccc(F)cc1)CS2 (centres undefined)	0%	-2.5%	2%	3%	/	10	3	0	5
CCCN(Cc1ccccc1)C(=S)Nc1ccc(F)cc1	0%	-0.3%	-2%	-13%	5	2	4	/	6
COc1ccc(CCNC(=O)CSc2nc3[nH]ncc3c(=O)n2-c2ccc(Br)cc2)cc1OC	0%	4.9%	-4%	2%	4	-9	9	-7	-5
CN(C)CC(C)(C)CNc1ccc(S(=O)(=O)N2CCCC2)cn1	0%	/	-4%	-4%	/	/	/	-3	/
O=P(O)(O)c1cc(-c2ccccc2)oc1-c1ccccc1	2%	7.3%	-4%	-1%	-5	2	0	-3	-4
COc1cccc(N2CCN(C(=O)c3ccc(CS(=O)c4cccc(Cl)c4)o3)CC2)c1 (centres undefined)	?	3.7%	-4%	-18%	2	-17	-1	-1	-3
c1ccc(-c2csc3ncnc(-n4cnc5ccccc54)c23)cc1	-10%	5.3%	-2%	-6%	-9	-8	3	6	0
O=C(NCc1ccco1)c1cc(S(=O)(=O)N2CCOCC2)c(Cl)cc1Cl	1%	1.6%	-4%	-16%	13	-14	4	7	-4
CCn1ccnc1CN1CCCC(C(=O)c2ccc3cc(OC)ccc3c2)C1 (centres undefined)	0%	0.4%	-4%	?	9	-1	10	-14	-8
CCN(CC)c1ccc(S(=O)(=O)N2CCOCC2)cc1NC(=O)CSc1n[nH]c(N)n1	-2%	2.0%	-4%	-14%	1	24	1	1	0
CCOc1ccc(NC(=O)CSc2nnc(-c3ccncc3)n2-c2ccccc2)cc1	1%	9.9%	-5%	-1%	-1	-1	0	-2	-4
Cc1ccc(CNC(=O)/C(C#N)=C/c2ccc(C)s2)cc1	-4%	2.0%	-3%	-4%	0	-25	5	2	-10
Cc1ccc(C(=O)NC(=S)NCc2ccccc2)cc1	1%	0.0%	2%	-30%	6	-19	13	5	-2
S=c1[nH]nc(-c2ccco2)n1/N=C/C=C/c1ccco1	0%	0.2%	-3%	11%	8	6	1	-33	0
CCC(C)c1ccc(OCC(=O)Nc2ccc3c(c2)C(=O)NC3=O)cc1 (centres undefined)	0%	1.5%	-4%	-20%	-11	1	18	-24	-4
CC(C)(Oc1ccc(Cl)cc1)C(=O)Nc1ccc2oc(-c3ccncc3)nc2c1	-6%	-5.2%	-4%	-18%	/	-1	2	-16	20
COc1cc(/C=C2/SC(=S)N(Cc3ccccc3)C2=O)ccc1O	?	-3.4%	8%	?	-7	6	102*	1	8
CCCCOc1cccc(C(=O)NNC(=S)NC2CCCCC2)c1	-2%	-1.2%	-1%	-6%	9	-4	4	-38	2

Part of the list above in order of count of non-hydrogen atoms, highest first.
SMILES	Vif-A3G inh	RXFP1 ag	GRP78 ERSR act	Vif-APOBEC3F blk	D2 potentiator	D1 antagonist	D1 ag	RXFP1 antag	D1 potentiator
Cc1ccc(CNC(=O)c2cc(-c3ccc(C)cc3)nc3n[nH]c(-c4cccc([N+](=O)[O-])c4)c23)cc1	-7%	3.0%	2%	?	-5	14	0	0	-2
CC(=O)Nc1ccc(S(=O)(=O)NCC2CCC(C(=O)NCCN(CC(C)C)CC(C)C)CC2)cc1 (centres undefined)	-1%	2.1%	-4%	0%	-18	11	2	-6	-4
COc1cccc(N2CCN(C(=O)c3ccc(CS(=O)c4cccc(Cl)c4)o3)CC2)c1 (centres undefined)	?	3.7%	-4%	-18%	2	-17	-1	-1	-3
CC(C)(Oc1ccc(Cl)cc1)C(=O)Nc1ccc2oc(-c3ccncc3)nc2c1	-6%	-5.2%	-4%	-18%	/	-1	2	-16	20
CCC(C)c1ccc(OCC(=O)Nc2ccc3c(c2)C(=O)NC3=O)cc1 (centres undefined)	0%	1.5%	-4%	-20%	-11	1	18	-24	-4
O=C(c1ccco1)N1CCN(Cc2nnc(-c3ccccc3)o2)CC1	1%	0.1%	-4%	-21%	0	-8	2	-5	-2
COc1cc(/C=C2/SC(=S)N(Cc3ccccc3)C2=O)ccc1O	?	-3.4%	8%	?	-7	6	102*	1	8
N/C(CC(=O)Nc1ccc(F)cc1F)=N\OC(=O)c1cccs1	2%	0.0%	2%	2%	/	-11	2	7	3
CCCN(Cc1ccccc1)C(=S)Nc1ccc(F)cc1	0%	-0.3%	-2%	-13%	5	2	4	/	6
CC(C)(C)c1nnc(NS(=O)(=O)c2ccc(F)cc2)s1	1%	/	-1%	11%	/	/	/	9	/

High-throughput results from PubChem.

Not all compounds are listed (hit frequency here may not be typical).
